MrgX1 ag – agonists of human MrgX1 receptor, primary screen, HEK293 cells, Fluo-4 calcium flux; actives 0.44% (n = 310,000); Fluo-4 calcium fluorescence, agonist mode; stronger effect = higher value; B-score at 10 µM;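 active means calcium response B-score plate-corrected fluorescence ratio at least 3 library SD, with starting fluorescence B-score inside 5 SD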
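Test system: Stable human MrgX1 HEK293 cell line | Schedule: Overnight plating before 1 h dye loading | Read-out basis: Baseline-normalised fluorescence change ratio, B-scored | Detection: Kinetic calcium dye fluorescence, Fluo-4 NW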
TMEM16A inh – TMEM16A chloride channel inhibitors, primary screen, cell-based, HTS. Anoctamin-1 (Mus musculus), Q8BHY3. HEK293 TMEM16A/YFP iodide influx fluorescence, ionomycin. normalized B-score (activity score, 25-100; higher = stronger inhibition) at 10 µM. actives 1.2% (n = 310,000). AID 588511, 2011;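 active means ratio plate-corrected score three or more library SD toward inhibition, starting fluorescence score within five deviations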;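 further: score derived from kinetic fluorescence span divided by baseline fluorescence per well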
Target sequence (Q8BHY3 whole entry, looked up): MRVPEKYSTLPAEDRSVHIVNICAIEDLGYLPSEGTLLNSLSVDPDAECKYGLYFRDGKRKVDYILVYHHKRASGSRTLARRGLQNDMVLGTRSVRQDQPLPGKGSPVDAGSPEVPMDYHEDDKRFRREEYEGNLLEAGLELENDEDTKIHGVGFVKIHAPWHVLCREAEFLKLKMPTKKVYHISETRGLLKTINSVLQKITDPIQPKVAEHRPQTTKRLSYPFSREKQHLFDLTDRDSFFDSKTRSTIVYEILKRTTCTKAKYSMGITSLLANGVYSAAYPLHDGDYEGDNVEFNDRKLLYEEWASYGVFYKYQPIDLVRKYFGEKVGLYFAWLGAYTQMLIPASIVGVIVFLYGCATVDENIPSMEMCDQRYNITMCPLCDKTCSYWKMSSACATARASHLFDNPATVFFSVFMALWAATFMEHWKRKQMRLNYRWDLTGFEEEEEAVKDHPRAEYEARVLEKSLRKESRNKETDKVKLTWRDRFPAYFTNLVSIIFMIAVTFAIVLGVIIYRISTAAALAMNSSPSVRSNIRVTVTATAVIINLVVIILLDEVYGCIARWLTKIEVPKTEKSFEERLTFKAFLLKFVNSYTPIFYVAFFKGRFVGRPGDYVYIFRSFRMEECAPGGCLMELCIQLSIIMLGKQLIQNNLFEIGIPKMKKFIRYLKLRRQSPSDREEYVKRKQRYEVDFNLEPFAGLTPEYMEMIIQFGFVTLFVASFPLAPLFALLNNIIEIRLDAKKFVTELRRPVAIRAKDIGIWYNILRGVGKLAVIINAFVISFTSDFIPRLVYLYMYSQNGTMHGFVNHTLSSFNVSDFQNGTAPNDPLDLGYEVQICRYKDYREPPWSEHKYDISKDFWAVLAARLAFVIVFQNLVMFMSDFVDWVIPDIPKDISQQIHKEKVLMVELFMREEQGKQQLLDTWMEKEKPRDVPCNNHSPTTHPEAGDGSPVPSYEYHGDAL
RGS4 block – RGS4 inhibitors, primary screen, cell-based, HEK293 M3R inducible RGS4, calcium flux; Fluo-4 calcium flux; stronger effect = higher value; triggered by carbachol at its EC20; B-score at 10 µM; actives 0.45% (n = 310,000); AID 463165, 2010;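 active means B-score, a plate-corrected calcium signal, over three deviations above library mean, with baseline fluorescence within five deviations of library mean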;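 further: RGS4 expression induced by doxycycline in cells with stable M3 receptor; B-score is computed from the integrated fluorescence ratio over baseline after carbachol; higher B-score means a larger calcium signal and so more RGS4 inhibition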
MrgX1 allo act – positive allosteric modulators of MrgX1, primary screen, HEK293 cells, Fluo-4 calcium flux. Mas-related G-protein coupled receptor member X1 (Homo sapiens), Q96LB2. B-score at 10 µM. AID 588675, 2011. actives 0.63% (n = 310,000). FDSS; stronger effect = higher value;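 active means plate-corrected calcium response at least 3 library SD above typical, normal starting fluorescence, not activating the receptor alone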;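 further: compound read alongside a low EC10 to EC30 dose of BAM8-22 agonist; peak minus trough fluorescence over baseline measured at the second addition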
TRPC4 block – inhibitors of mouse TRPC4 channel, primary screen, Fluo4 calcium, HEK293 TRPC4beta/mu-opioid cells | Short transient receptor potential channel 4 (Mus musculus), Q9QUQ5 | DAMGO-evoked Fluo4 calcium flux; stronger effect = lower value | B-score at 10 µM | actives 0.39% (n = 300,000) | AID 2247, 2010;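 active means B-score over 3 SD under the library average, no early fluorescence shift, positive overall ratio signal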
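Signal: kinetic Fluo4 fluorescence imaging of calcium influx. Material: stable TRPC4beta/mu-opioid receptor HEK293 cells. Probe or stimulus: DAMGO in two steps, submaximal then maximal.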
TRPC6 activator – mouse TRPC6 channel activators, primary screen, cell-based, HEK293, membrane potential dye; actives 0.13% (n = 310,000); B-score at 10 µM; Short transient receptor potential channel 6 (Mus musculus), Q61143; HEK293-TRPC6 membrane potential dye fluorescence; stronger effect = higher value; AID 2550, 2010;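 active means B-score of the integrated fluorescence ratio above library mean plus 3 SD, and starting fluorescence ratio within library mean plus 5 SD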;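 further: higher score means more depolarization so channel activation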
TRPC4 act – activators of mouse TRPC4 channel, primary screen, Fluo4 calcium, HEK293 TRPC4beta/mu-opioid cells. Short transient receptor potential channel 4 (Mus musculus), Q9QUQ5. AID 2237, 2010. Fluo4 calcium fluorescence; stronger effect = higher value. actives 0.49% (n = 310,000). B-score at 10 µM;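 active means B-score above 5 SD of library B-scores, and initial fluorescence ratio not above library mean plus 5 SD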;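 further: positive B-score marks a calcium rise read as TRPC4 activation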
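Assay system: HEK293 stable line with TRPC4beta plus mu-opioid receptor. Times: dye 45 min RT, read 110 s. Measured by: kinetic Fluo4 calcium fluorescence. Measure: B score of integrated ratio. Controls: assay buffer as low control, maximal DAMGO as high control.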
TRPC6 inhibitor – mouse TRPC6 channel inhibitors, primary screen, cell-based, HEK293, membrane potential dye | Short transient receptor potential channel 6 (Mus musculus), Q61143 | ACh-evoked depolarization; stronger effect = lower value | B-score at 10 µM | actives 1.1% (n = 310,000) | AID 2553, 2010;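 active means B-score under library mean minus 3 SD, initial fluorescence not abnormally high, positive integrated signal ratio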;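 further: B-score derived from integrated fluorescence ratio over the kinetic read; more negative B-score means stronger inhibition of depolarization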
TRPC4 PAM – positive allosteric modulators of TRPC4, primary screen, cell-based, mouse TRPC4beta, HEK293 mu-opioid, Fluo-4 calcium; Short transient receptor potential channel 4 (Mus musculus), Q9QUQ5; DAMGO EC20, Fluo-4 Ca2+ flux; stronger effect = higher value; B-score at 10 µM; actives 0.42% (n = 310,000);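 active means B-score of calcium response area above 5 SD of library B-scores, with initial fluorescence ratio within 5 SD of library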;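 further: B-score of integrated fluorescence ratio over time as area under calcium response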
ANO1 activ – TMEM16A chloride channel activators or potentiators, primary screen, cell-based, HTS | HEK293 TMEM16A/YFP-H148Q/I152L, iodide quench fluorescence; stronger effect = lower value | B-score at 10 µM | actives 0.3% (n = 340,000) | AID 623877, 2012;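 active means fluorescence-ratio B-score plate-corrected deviation score at least 3 library SD below zero, with starting fluorescence score within 5 deviations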;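 further: channel opened by trigger with iodide after compound preincubation; score built on the fluorescence ratio of max minus min over baseline; more negative score means more quench and so TMEM16A activation or potentiation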
MrgX1 antag – antagonists of human MrgX1 receptor, primary screen, HEK293 cells, Fluo-4 calcium flux; Mas-related G-protein coupled receptor member X1 (Homo sapiens), Q96LB2; actives 1.3% (n = 310,000); B-score at 10 µM; BAM8-22 antagonism; stronger effect = lower value;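 active means calcium-response B-score plate-corrected more than 3 library SD below zero, starting fluorescence within 5 deviations, no agonist response on first addition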;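 further: peak minus trough fluorescence over baseline after final BAM8-22 challenge near maximal dose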
* hit, by the source's call.

Screening O=C(NNC(=O)C(c1ccccc1)c1ccccc1)c1ccccn1 returned MrgX1 ag inactive, TMEM16A inh inactive, RGS4 block inactive, MrgX1 allo act inactive, TRPC4 block inactive, TRPC6 activator inactive, TRPC4 act inactive, TRPC6 inhibitor inactive, TRPC4 PAM inactive, ANO1 activ inactive and MrgX1 antag inactive.
For CCC(=O)c1ccc(OCC(O)CN(C)C2CCCCC2)cc1 (stereo not given) the results were MrgX1 ag inactive, TMEM16A inh inactive, RGS4 block inactive, MrgX1 allo act inactive, TRPC4 block inactive, TRPC6 activator inactive, TRPC4 act inactive, TRPC6 inhibitor inactive, TRPC4 PAM inactive, ANO1 activ inactive and MrgX1 antag inactive.
For C/C(=N\NC(=O)c1c(-c2ccccc2Cl)noc1C)c1cccc(NC(=O)C(C)C)c1 the results were MrgX1 ag inactive, TMEM16A inh inactive, RGS4 block inactive, MrgX1 allo act inactive, TRPC4 block inactive, TRPC6 activator inactive, TRPC4 act inactive, TRPC6 inhibitor inactive, TRPC4 PAM inactive, ANO1 activ inactive and MrgX1 antag inactive.
`COc1cc(/C=N/O)ccc1Oc1ccc([N+](=O)[O-])cc1[N+](=O)[O-]` gave MrgX1 ag inactive, TMEM16A inh inactive, RGS4 block inactive, MrgX1 allo act inactive, TRPC4 block inactive, TRPC6 activator inactive, TRPC4 act inactive, TRPC6 inhibitor inactive, TRPC4 PAM inactive, ANO1 activ inactive and MrgX1 antag inactive.
O=C(CSc1nc2c(oc3ccccc32)c(=O)n1CC1CCCO1)NCc1ccc(F)cc1 (stereo not given) was read as RGS4 block inactive, TRPC4 block inactive, TRPC6 activator inactive, TRPC4 act inactive, TRPC6 inhibitor inactive, TRPC4 PAM inactive and ANO1 activ inactive.
`COc1ccc2cc(C(=O)NCc3ccccc3)c(=O)oc2c1` gave MrgX1 ag inactive, TMEM16A inh inactive, RGS4 block inactive, MrgX1 allo act inactive, TRPC4 block inactive, TRPC6 activator inactive, TRPC4 act inactive, TRPC6 inhibitor inactive, TRPC4 PAM inactive, ANO1 activ inactive and MrgX1 antag inactive.
Screening C/C(CS(=O)(=O)c1ccc(Cl)cc1)=N/NC(N)=S returned MrgX1 ag inactive, TMEM16A inh inactive, RGS4 block inactive, MrgX1 allo act inactive, TRPC4 block inactive, TRPC6 activator inactive, TRPC4 act inactive, TRPC6 inhibitor inactive, TRPC4 PAM inactive, ANO1 activ inactive and MrgX1 antag inactive.
`CC(C)C(CCN1C(=O)c2ccccc2C1=O)c1ccco1` (stereo not given) gave MrgX1 ag inactive, TMEM16A inh inactive, RGS4 block inactive, MrgX1 allo act inactive, TRPC4 block inactive, TRPC6 activator inactive, TRPC4 act inactive, TRPC6 inhibitor inactive, TRPC4 PAM inactive, ANO1 activ inactive and MrgX1 antag inactive.
Screening Fc1cccc(Cl)c1-c1nnc2ccc(N3CCOCC3)nn12 returned MrgX1 ag inactive, TMEM16A inh inactive, RGS4 block inactive, MrgX1 allo act inactive, TRPC4 block inactive, TRPC6 activator inactive, TRPC4 act inactive, TRPC6 inhibitor inactive, TRPC4 PAM inactive, ANO1 activ inactive and MrgX1 antag inactive.
For Cc1cccc(N(C(=O)c2snc(C(N)=O)c2N)C(C(=O)NCc2ccccc2)c2ccncc2)c1 (stereo not given) the results were MrgX1 ag inactive, TMEM16A inh inactive, RGS4 block inactive, MrgX1 allo act inactive, TRPC4 block inactive, TRPC6 activator inactive, TRPC4 act inactive, TRPC6 inhibitor inactive, TRPC4 PAM inactive, ANO1 activ inactive and MrgX1 antag inactive.
Oc1ccc(Cl)cc1-c1cc(-c2ccccc2)n[nH]1 was read as MrgX1 ag inactive, TMEM16A inh inactive, RGS4 block inactive, MrgX1 allo act inactive, TRPC4 block inactive, TRPC6 activator inactive, TRPC4 act inactive, TRPC6 inhibitor inactive, TRPC4 PAM inactive, ANO1 activ inactive and MrgX1 antag inactive.
CCOc1cc(NC(=O)C2CCCCC2)c(OCC)cc1NC(=O)c1ccco1 was read as MrgX1 ag inactive, TMEM16A inh inactive, RGS4 block inactive, MrgX1 allo act inactive, TRPC4 block inactive, TRPC6 activator inactive, TRPC4 act inactive, TRPC6 inhibitor inactive, TRPC4 PAM inactive, ANO1 activ inactive and MrgX1 antag inactive.
For O=C(COC(=O)COc1ccc(Nc2ccccc2)cc1)NCc1ccco1 the results were MrgX1 ag inactive, TMEM16A inh inactive, RGS4 block inactive, MrgX1 allo act inactive, TRPC4 block inactive, TRPC6 activator inactive, TRPC4 act inactive, TRPC6 inhibitor inactive, TRPC4 PAM inactive, ANO1 activ inactive and MrgX1 antag inactive.
For Oc1c(Br)cc(Br)cc1/C=N/N1CCN(Cc2ccccc2)CC1 the results were MrgX1 ag inactive, TMEM16A inh inactive, MrgX1 allo act inactive, ANO1 activ inactive and MrgX1 antag inactive.
Screening CCOC(=O)c1cnn(-c2ccccc2)c1NC(=O)c1ccccc1 returned MrgX1 ag inactive, TMEM16A inh inactive, RGS4 block inactive, MrgX1 allo act inactive, TRPC4 block inactive, TRPC6 activator inactive, TRPC4 act inactive, TRPC6 inhibitor inactive, TRPC4 PAM inactive, ANO1 activ inactive and MrgX1 antag inactive.
COc1c(CC=C(C)C)cc(C2CC(=O)c3c(O)cc(O)cc3O2)c(CC=C(C)C)c1O (stereo not given) was read as MrgX1 ag inactive, TMEM16A inh 100*, RGS4 block inactive, MrgX1 allo act inactive, TRPC4 block inactive, TRPC6 activator inactive, TRPC4 act inactive, TRPC6 inhibitor inactive, TRPC4 PAM inactive and MrgX1 antag inactive.
`Cc1ccc(NC(=O)C2CC(=O)N(c3ccc4c5c(cccc35)CC4)C2)cc1` (stereo not given) gave MrgX1 ag inactive, TMEM16A inh inactive, RGS4 block inactive, MrgX1 allo act inactive, TRPC4 block inactive, TRPC6 activator inactive, TRPC4 act inactive, TRPC6 inhibitor inactive, TRPC4 PAM inactive, ANO1 activ inactive and MrgX1 antag inactive.
`Cc1ccc(-c2nsc(SCC(=O)NCC3CCCO3)n2)cc1` (stereo not given) gave MrgX1 ag inactive, TMEM16A inh inactive, RGS4 block inactive, MrgX1 allo act inactive, TRPC4 block inactive, TRPC6 activator inactive, TRPC4 act inactive, TRPC6 inhibitor inactive, TRPC4 PAM inactive, ANO1 activ inactive and MrgX1 antag inactive.
Screening CCOC(=S)SCC(=O)N1CCc2cc(OC)ccc2C1C1C(=O)CCCC1=O (stereo not given) returned MrgX1 ag inactive, TMEM16A inh inactive, RGS4 block inactive, MrgX1 allo act inactive, TRPC4 block inactive, TRPC6 activator inactive, TRPC4 act inactive, TRPC6 inhibitor inactive, TRPC4 PAM inactive, ANO1 activ inactive and MrgX1 antag inactive.
For COc1ccc(C(CCN2CCCC(C)C2)c2c(OC)cc(OC)c3c2OC(=O)CC3c2cc(OC)c(OC)c(OC)c2)cc1 (stereo not given) the results were MrgX1 ag inactive, TMEM16A inh inactive, RGS4 block inactive, MrgX1 allo act inactive, TRPC4 block inactive, TRPC6 activator inactive, TRPC4 act inactive, TRPC6 inhibitor inactive, TRPC4 PAM inactive, ANO1 activ inactive and MrgX1 antag inactive.
`CC1CCCN(S(=O)(=O)c2ccc([N+](=O)[O-])cc2)C1` (stereo not given) gave MrgX1 ag inactive, TMEM16A inh inactive, RGS4 block inactive, MrgX1 allo act inactive, TRPC4 block inactive, TRPC6 activator inactive, TRPC4 act inactive, TRPC6 inhibitor inactive, TRPC4 PAM inactive, ANO1 activ inactive and MrgX1 antag inactive.
`COCCCNc1ncnc2c1cnn2-c1ccc(C)cc1C` gave MrgX1 ag inactive, TMEM16A inh inactive, RGS4 block inactive, MrgX1 allo act inactive, TRPC4 block inactive, TRPC6 activator inactive, TRPC4 act inactive, TRPC6 inhibitor inactive, TRPC4 PAM inactive, ANO1 activ inactive and MrgX1 antag inactive.
For CC(=O)Nc1ccc(NC(=O)CSc2nnc(NC(=O)c3cccc(F)c3)s2)cc1 the results were MrgX1 ag inactive, TMEM16A inh inactive, RGS4 block inactive, MrgX1 allo act inactive, TRPC4 block inactive, TRPC6 activator inactive, TRPC4 act inactive, TRPC6 inhibitor inactive, TRPC4 PAM inactive, ANO1 activ inactive and MrgX1 antag inactive.
Screening COc1ccc(NC(=S)NCc2ccc3c(c2)cc(C)n3C)cc1 returned MrgX1 ag inactive, TMEM16A inh inactive, RGS4 block inactive, MrgX1 allo act inactive, TRPC4 block inactive, TRPC6 activator inactive, TRPC4 act inactive, TRPC6 inhibitor inactive, TRPC4 PAM inactive, ANO1 activ inactive and MrgX1 antag inactive.
CN=c1scc(C)n1/N=C/c1ccc(O)c(O)c1O was read as MrgX1 ag inactive, TMEM16A inh inactive, RGS4 block inactive, MrgX1 allo act inactive, TRPC4 block inactive, TRPC6 activator inactive, TRPC4 act inactive, TRPC6 inhibitor inactive, TRPC4 PAM inactive, ANO1 activ inactive and MrgX1 antag inactive.

2 entries picked at random from those above, as already listed:
Screening COc1ccc(NC(=S)NCc2ccc3c(c2)cc(C)n3C)cc1 returned MrgX1 ag inactive, TMEM16A inh inactive, RGS4 block inactive, MrgX1 allo act inactive, TRPC4 block inactive, TRPC6 activator inactive, TRPC4 act inactive, TRPC6 inhibitor inactive, TRPC4 PAM inactive, ANO1 activ inactive and MrgX1 antag inactive.
`CC1CCCN(S(=O)(=O)c2ccc([N+](=O)[O-])cc2)C1` (stereo not given) gave MrgX1 ag inactive, TMEM16A inh inactive, RGS4 block inactive, MrgX1 allo act inactive, TRPC4 block inactive, TRPC6 activator inactive, TRPC4 act inactive, TRPC6 inhibitor inactive, TRPC4 PAM inactive, ANO1 activ inactive and MrgX1 antag inactive.

Source: PubChem
